KinaseGlo FLuc: Counterscreen for Luciferase (Kinase-Glo TM) Inhibition; Luciferin 4-monooxygenase (Photuris pensylvanica), Q27757; AID 1379, 2008; Kinase-Glo luciferase, ATP luminescence, 8 min; 0.28% of 200,000 active; Potency, µM (highest dose often 38.3 µM), without a hit: top-dose activity change, negative = inhibition, most hits filed as inhibitors; also: potency is read from the fitted curve at half-maximal effect; % is scaled to controls: 0 for no effect and ±100 for the full control effect; nearly all actives have a fitted effect of over 60% in size
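Luminescence was the read-out, taken after 8-minute incubation at ambient temperature. Luciferase turned over luciferin with 10 uM ATP in imidazole pH 7.2 buffer containing KCl, MgCl2, Tween 20 and BSA.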
HttQ103 aggreg: qHTS Multiplex Assay to Identify Dual Action Probes in a Cell Model of Huntington: Aggregate Formation (GFP); AID 1688, 2009; 1.1% of 220,000 active; PC12 HttQ103-GFP aggregates, Acumen cytometry, 40 h; Potency, µM (series often up to 46.1 µM), without a hit: top-dose activity change, negative = inhibition, usual class: inhibitors; also: potency is read from the fitted curve at half-maximal effect; % is scaled to controls: 0 for no effect and ±100 for the full control effect; nearly all actives have a fitted effect of over 60% in size
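Aggregate formation scored by laser-scanning cytometer (488 excitation, 500–530 emission) in lysed PC12 cells expressing Q103-GFP after 100 nM tebufenozide induction; library tested in dose series, with ATPLite reagent added in the multiplex.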
Lamin A splicing: qHTS Assay for Modulators of Lamin A Splicing; Potency, µM (series often up to 46.1 µM), for inactives: at the highest dose ratio change, negative = inhibition, actives largely listed as inhibitors; 0.01% of 200,000 active; HeLa LMNA splicing GFP/RFP minigene ratio, 48 h; AID 1487, 2009; active = well fitted inhibition curve with a large enough effect in the signal ratio, with a control signal flat, not every such curve was filed as active; inconclusive = small, poorly fitted or top-dose-only effect, or effect the other way, or a change in a side signal; the % refers to the signal ratio; also: potency is read from the fitted curve at half-maximal effect; % is scaled to controls: 0 for no effect and ±100 for the full control effect
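Read-out is the ratio of GFP to DsRed2 object intensity, acquired by 488 nm laser-scanning cytometry on HeLa lamin A-EGFP minigene reporter cells. Compound incubation 48 hrs at 37 °C in Opti-MEM with 2% FBS; DMSO 0.5% final.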
CBFb RUNX1 block: qHTS Assay for Compounds Blocking the Interaction Between CBF-beta and RUNX1 for the Treatment of Acute Myeloid Leukemia | Runt-related transcription factor 1 (Homo sapiens) + Core-binding factor subunit beta … | AlphaScreen CBFb-His/RUNX1-biotin binding, biochemical | Potency, µM (highest dose often 59.8 µM), inactives show at the top dose activity, negative = inhibition, hits mostly inhibitors | 230,000 tested, under 10 active; also: % of control where 0% means no effect
Target sequence (Q01196 whole entry, looked up): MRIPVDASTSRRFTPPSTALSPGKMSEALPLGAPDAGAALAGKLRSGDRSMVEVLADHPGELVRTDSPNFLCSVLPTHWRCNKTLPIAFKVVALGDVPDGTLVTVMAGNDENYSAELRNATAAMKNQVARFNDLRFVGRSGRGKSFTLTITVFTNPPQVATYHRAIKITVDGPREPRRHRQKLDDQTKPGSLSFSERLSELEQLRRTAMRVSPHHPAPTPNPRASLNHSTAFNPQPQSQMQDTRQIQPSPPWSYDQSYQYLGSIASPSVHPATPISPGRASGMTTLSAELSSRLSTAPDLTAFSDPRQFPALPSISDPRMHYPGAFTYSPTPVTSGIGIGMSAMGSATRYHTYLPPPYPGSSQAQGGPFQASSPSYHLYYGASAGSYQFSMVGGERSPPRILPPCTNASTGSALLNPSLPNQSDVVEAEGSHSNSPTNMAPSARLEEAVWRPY
Target sequence (Q13951 whole entry, looked up): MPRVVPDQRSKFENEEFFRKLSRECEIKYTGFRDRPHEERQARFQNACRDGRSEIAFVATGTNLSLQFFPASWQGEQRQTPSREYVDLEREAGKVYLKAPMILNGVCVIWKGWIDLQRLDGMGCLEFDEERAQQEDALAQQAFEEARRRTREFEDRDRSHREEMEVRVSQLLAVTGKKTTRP
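Compounds were screened at multiple concentrations against a preformed CBF-beta(His)/RUNX1(biotin) complex (30 nM of each) for 15 min at room temperature, followed by 90 min with nickel and streptavidin beads and AlphaScreen reading.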
IMPase Li inh: qHTS Assay for Identifying the Cell-Membrane Permeable IMPase Inhibitors: Potentiation with Lithium. CHO-M1 cells, IP1 TR-FRET (IP-One), carbachol + lithium. Potency, µM (doses to about 59.4 µM), for the others: at the highest dose activity, negative = IMPase inhibition, usual class: inhibitors. 0.35% of 210,000 active;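 also: IP1 builds up when IMPase is blocked and the TR-FRET signal falls; potency is read from the fitted curve at half-maximal effect; plate controls were basal vehicle for no effect and high inhibitor control for full effect; nearly all actives have a fitted effect of over 50% in size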
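Readout is a homogeneous TR-FRET IP1 immunoassay (Ex 320, Em 665 and 620), where raised cytosolic IP1 lowers signal. Cells were CHO-M1 treated 30 min at 37C with test compounds plus a little lithium; AC50 values came from Hill-equation fitting.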
SMN2 splice enh: qHTS Assay for Enhancers of SMN2 Splice Variant Expression; HEK293 SMN2-luciferase splicing reporter, luminescence, 30-36 h; 2.8% of 210,000 active; Potency, µM (series often up to 46.1 µM), for inactives: top-dose activity change, positive = activation, hits mostly activators; also: potency is read from the fitted curve at half-maximal effect; % of control where 0% means no effect; nearly all actives have a fitted effect of over 55% in size
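HEK293 cells carry an SMN2 minigene-luciferase reporter in which exon 7 inclusion puts luciferase in frame. Cells were seeded at 2000 cells/well, attached for 10-12 hours, then exposed to compounds for 30-36 hours at 37C before ONE-Glo luminescence.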
HTT cytoprotect: qHTS Multiplex Assay to Identify Dual Action Probes in a Cell Model of Huntington: Cytoprotection (ATP); PC12 HTT-Q103 induced, cytoprotection, ATP luminescence, 40 h; 0.14% of 230,000 active; Potency, µM (top dose mostly 56.4 µM), without a hit: cytoprotection (ATP increase), most hits filed as activators;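 also: potency is read from the fitted curve at half-maximal effect; % of control where 0% means no effect; nearly all actives have a fitted effect of over 45% in size; toxic huntingtin expression switched on by the ecdysone agonist tebufenozide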
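ATP quantification (ATPlite) reports survival of PC12 cells in which tebufenozide, 100 nM final, switches on Htt exon 1 with 103 glutamines linked to GFP; compounds are titrated.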
* marks the source's active call; other numbers are inactive results; ? = inconclusive; nt = not tested or not shown; [ ] = dose if it differs, or a comment. Unless noted, calls follow the shape of the dose curve; as a rule, active = well fitted curve in the direction sought with a large enough effect; inconclusive = small, poorly fitted or top-dose-only effect, or another doubt; inactive = no such curve, though single readings can be large; an effect the other way counts as inactive or inconclusive. Random draw from the library. Share with any hit: about 4%.

A first look:
(1) CCN1CCc2c(sc(NC(=O)c3ccc(S(=O)(=O)N4CCOCC4)cc3)c2C(=O)OC)C1
(2) O=Nc1c(O)n(Cc2c(Cl)cccc2Cl)c2ccccc12
(3) O=C(NCc1ccc(N2CCCC2=O)cc1)c1cnccn1
(4) c1ccc(CC2CNc3ccccc3CN2)cc1 (configuration not stated)

Compound,1,2,3,4
KinaseGlo FLuc,-3%,2%,-1%,-5%
HttQ103 aggreg,-17%,?,2%,2%
Lamin A splicing,-5%,?,6%,0%
CBFb RUNX1 block,-2%,5%,1%,1%
IMPase Li inh,5%[38.3 µM],-9%,33%[activator][38.3 µM],-4%[38.3 µM]
SMN2 splice enh,-17%,-20%,-16%,3%
HTT cytoprotect,-7%[0.074 µM],34%[10 µM],4%[10 µM],-6%

The listing, previewed entries included:
(1) CCN1CCc2c(sc(NC(=O)c3ccc(S(=O)(=O)N4CCOCC4)cc3)c2C(=O)OC)C1
(2) O=Nc1c(O)n(Cc2c(Cl)cccc2Cl)c2ccccc12
(3) O=C(NCc1ccc(N2CCCC2=O)cc1)c1cnccn1
(4) c1ccc(CC2CNc3ccccc3CN2)cc1 (configuration not stated)
(5) CC1CCCC(C)N1C(=O)COC(=O)C(Cc1ccccc1)NC(=O)c1cccs1 (configuration not stated)
(6) Cc1ccc([N+](=O)[O-])cc1NC(=O)c1ccc(C(C)(C)C)cc1
(7) O=C(CN(C(=O)c1cc2c(s1)CCC2)C1CCCC1)NCc1cccs1
(8) CCOC(=O)CCc1c(C)c2ccc(OCc3cc([N+](=O)[O-])ccc3OC)c(C)c2oc1=O

Compound,1,2,3,4,5,6,7,8
KinaseGlo FLuc,-3%,2%,-1%,-5%,0%,-1%,11%,3%
HttQ103 aggreg,-17%,?,2%,2%,-11%,?,?,8%
Lamin A splicing,-5%,?,6%,0%,-3%,14%,7%,8%
CBFb RUNX1 block,-2%,5%,1%,1%,2%,-3%,-2%,0%
IMPase Li inh,5%[38.3 µM],-9%,33%[activator][38.3 µM],-4%[38.3 µM],-4%,13%[38.3 µM],-2%[38.3 µM],0%
SMN2 splice enh,-17%,-20%,-16%,3%,1%,8%,-5%,-13%
HTT cytoprotect,-7%[0.074 µM],34%[10 µM],4%[10 µM],-6%,-7%[1.9 µM],-31%,-16%,nt

(9) Cc1cc(S(=O)(=O)Nc2cccnc2)c(C)s1
(10) COCCn1c(SCC(=O)N(C(C)C)C(C)C)nnc1-c1cc2ccccc2cc1O
(11) CCC(C)C(NC(=O)C1CCC(C)CC1)C(=O)NCCCN1CCCCC1CC (configuration not stated)
(12) O=C(N/N=C/c1ccncc1)c1cc([N+](=O)[O-])cc([N+](=O)[O-])c1
(13) CCC(C)NC(=O)CSc1nc2ccccc2c(=O)n1-c1c(C)n(C)n(-c2ccccc2)c1=O (configuration not stated)
(14) Cc1ccsc1/C=C1/C(=O)NN(c2ccccc2)C1=O
(15) Nc1cc(OC(=O)c2ccco2)nn1S(=O)(=O)c1ccc(F)cc1
(16) C=CCOc1c(Br)cc(/C=C2/NC(=S)N(C(C)=O)C2=O)cc1OC

Compound,9,10,11,12,13,14,15,16
KinaseGlo FLuc,-4%,2%,-1%,1%,3%,?,nt,4%
HttQ103 aggreg,0%,9%,-1%,1%,5%[9.22 µM],-4%,9%,-17%
Lamin A splicing,13%,9%,-15%[9.22 µM],1%,?,?,-9%,-13%[46 µM]
CBFb RUNX1 block,-6%,0%,-4%,4%,3%,9%,3%,-4%
IMPase Li inh,-10%[38.3 µM],19%[38.3 µM],-3%,0%,2%,25%,nt,0%
SMN2 splice enh,4%,-23%,-18%,-9%,-5%,-4%,nt,9%
HTT cytoprotect,-30%,-16%[10 µM],-17%,?,-11%,-22%,-38%,-7%

(17) COC(=O)c1ccc(NC(=S)NCc2ccco2)cc1
(18) O=S(=O)(/C=C/c1ccccc1)NC1CCCCCCC1
(19) CC(C)OC(=O)CSc1nnc(-c2cnccn2)n1-c1ccc(Cl)cc1
(20) COc1ccc(NC(=O)Cc2ccc(Cl)cc2)cc1NC(=O)c1ccco1
(21) CCC(C(=O)O)c1ccccc1 (configuration not stated)
(22) Cc1cccc(OCC(=O)N/N=C/c2cccn2C)c1
(23) CN(C)C(=O)C1CC(=O)OC12CCCCC2 (configuration not stated)
(24) CN(C)C(=O)N1CCC(C(=O)NCc2ccc(F)cc2)CC1

Compound,17,18,19,20,21,22,23,24
KinaseGlo FLuc,4%,-2%,-1%,8%,0%,nt,nt,4%
HttQ103 aggreg,2%,-5%,8%,13%[1.84 µM],nt,-12%[9.22 µM],-7%[9.22 µM],20%
Lamin A splicing,-16%[46 µM],?,14%,1%,nt,nt,nt,0%
CBFb RUNX1 block,-6%,4%,13%,-2%,12%,6%,-4%,6%
IMPase Li inh,-13%,7%,0%[38.3 µM],16%[38.3 µM],5%,nt,nt,-2%[38.3 µM]
SMN2 splice enh,2%,18%,-9%,-8%,-1%,nt,nt,-13%
HTT cytoprotect,3%,10%[10 µM],-2%[10 µM],-14%,-28%,7%[10 µM],-9%[10 µM],-7%

(25) Cn1c(NCc2ccccc2)nc2c1c(=O)n(Cc1ccc(Br)cc1)c(=O)n2C
(26) N#CCCN/N=C(\Cc1nc2ccccc2[nH]1)c1ccccc1
(27) CCCCC[C@H](O)/C=C/[C@H]1OC(O)C[C@H](O)[C@@H]1C/C=C\CC(=O)O (some centres not stated)
(28) CC(Nc1nc2ccccc2n2cnnc12)c1ccccc1 (configuration not stated)
(29) CCOC(=O)C1(Cc2cccc(OC)c2)CCCN(C(=O)CCc2cccnc2)C1 (configuration not stated)
(30) O=c1[nH]c2ccccc2nc1-c1ccc(Cl)cc1
(31) CCC1(CC)Cc2ccccc2-c2nc(NCCCO)[nH]c(=O)c21
(32) Nc1cc(-c2ccccc2)nn1S(=O)(=O)c1ccc(F)cc1

Compound,25,26,27,28,29,30,31,32
KinaseGlo FLuc,-3%,-5%,3%,nt,-1%,nt,0%,4%
HttQ103 aggreg,?,8%,nt,-3%[9.22 µM],-16%[9.22 µM],-8%[9.22 µM],-2%[9.22 µM],?
Lamin A splicing,?,?,nt,nt,3%[46 µM],nt,nt,?
CBFb RUNX1 block,-22%,-5%,-6%,-6%,-7%,5%,2%,4%
IMPase Li inh,10%[38.3 µM],-16%[38.3 µM],-1%,nt,12%,nt,-4%,9%[38.3 µM]
SMN2 splice enh,-26%,21%,1%,nt,nt,nt,nt,-84%[inhibitor]
HTT cytoprotect,-38%,-17%,-13%,13%[10 µM],-10%[10 µM],-12%[10 µM],-8%[10 µM],-25%

(33) Cc1cccc(Oc2cnn(C(C)(C)C)c(=O)c2Cl)c1
(34) CC(O)[C@H]1CNC(=O)C(=O)N1CCc1cc(C(F)(F)F)cc(C(F)(F)F)c1 (some centres not stated)
(35) CCCNC(=O)c1ccccc1NC(=O)c1ccccc1N(C)S(=O)(=O)c1ccc(C)cc1
(36) CC1CC(CN)CC(CO)C1 (configuration not stated)
(37) COc1ccc2nc(NC(=O)Cc3ccc(OC)c(S(=O)(=O)N4CCOCC4)c3)sc2c1
(38) O=C(CN1C(=O)CSC1=O)c1ccccc1
(39) CC(=O)NC1C(=O)N(CCc2ccccc2)c2ccc(Br)cc21 (configuration not stated)
(40) CCC1Oc2ccc(C)cc2N(CC(=O)N(Cc2ccncc2)Cc2ccco2)C1=O (configuration not stated)

Compound,33,34,35,36,37,38,39,40
KinaseGlo FLuc,-2%,nt,3%,0%,-7%,-1%,1%,-3%
HttQ103 aggreg,-31%,24%[9.22 µM],-2%,16%[9.22 µM],-18%,3%,-16%,-3%
Lamin A splicing,?,nt,?,14%[46 µM],-8%,0%,5%,0%
CBFb RUNX1 block,23%,16%,2%,0%,-5%,2%,-4%,-27%
IMPase Li inh,11%,nt,8%,2%,10%[38.3 µM],-1%[38.3 µM],6%[38.3 µM],15%
SMN2 splice enh,-89%[inhibitor],nt,26%,nt,-23%,18%,-15%,-14%
HTT cytoprotect,11%[10 µM],-19%[10 µM],10%[10 µM],15%[10 µM],-33%,2%,-8%,10%[1.9 µM]

(41) CCOC(=O)c1nnc(-c2cccs2)nc1Oc1ccc(Cl)cc1
(42) Cc1cc(NC(=O)/C=C/c2ccc(Br)cc2)no1
(43) C=CCNC(=O)NC(=O)COC(=O)/C=C/c1cccc([N+](=O)[O-])c1
(44) O=C(COC(=O)c1cccc(Br)c1)NCCc1ccc(F)cc1
(45) Cc1nc(Oc2ccccc2)c2ccsc2n1
(46) COc1ccc(-c2nc3cnc(N4CCNCC4)nc3n(CCC#N)c2=O)cc1
(47) O=C(Cc1ccccc1)Nn1c(-c2ccccc2F)nc2ccccc2c1=O
(48) O=C(Cc1cccs1)Nc1ccc(S(=O)(=O)N2CCCC2)cc1
(49) Fc1ccc(NC(=S)Nc2ccc3nccnc3c2)cc1
(50) Cc1ccc(C(c2nnnn2CC2CCCO2)N2CCN(C(=O)c3ccco3)CC2)cc1 (configuration not stated)
(51) COc1cccc2cc(-c3n[nH]c(=S)n3C)oc12

Compound,41,42,43,44,45,46,47,48,49,50,51
KinaseGlo FLuc,0%,2%,-1%,-7%,0%,-2%,2%,-11%,-3%,-1%,10%
HttQ103 aggreg,14%,-1%,8%,14%,-8%,nt,-8%,10%[9.22 µM],-6%,9%,5%
Lamin A splicing,1%,?,nt,-1%,nt,nt,nt,nt,-2%[46 µM],7%,16%[46 µM]
CBFb RUNX1 block,-3%,4%,10%,-2%,?,nt,3%,-1%,-4%,0%,0%
IMPase Li inh,27%[38.3 µM],-6%,1%,-4%,6%,0%,-9%,7%,-3%,5%[38.3 µM],-7%
SMN2 splice enh,-18%,-2%,8%,1%,10%,-3%,-21%,-5%,-8%,-7%,-24%
HTT cytoprotect,-7%,-23%[10 µM],?,nt,-1%,-80%[inhibitor],-4%,20%[10 µM],-28%,-8%[10 µM],-60%[inhibitor]
